PhoP GFP inhibition: PhoP regulon inhibitors, Salmonella typhi PhoP promoter GFP reporter, confirmatory (AID 1850). Salmonella Typhi PhoP-promoter GFP reporter, fluorescence, 4 h; higher % means a stronger effect. inhibition, % at 50 µM, or IC50 in µM where a hit was titrated. 310,000 compounds, 0.33% hits; in the data active means a potency from the dose series; inconclusive means inhibition mostly from about 25% at the one dose, without a potency; inactive means the rest, 99 in 100 with inhibition below about 19%;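 further: 0% = induced wells with vehicle and 100% = uninduced wells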
VEEV TC-83 Vero: inhibitors of VEEV TC-83 cytopathic effect, confirmation, Vero cells (AID 588727). 350,000 compounds, 0.13% hits. one-dose inhibition, % at 20 µM; IC50 in µM for titrated hits. Vero cells, VEEV TC-83 cytopathic effect inhibition; higher % means a stronger effect; in the data active means a potency from the dose series; inconclusive means inhibition mostly from about 14% at the one dose, without a potency; inactive means the rest, 99 in 100 with inhibition below about 12%; further: strong numbers were not always called active
influenza NS1A: H1N1 influenza NS1A inhibitors, functional cell based assay (AID 504329); NS1A functional cell-based assay, percent inhibition; higher % means a stronger effect; inhibition, % at 12.5 µM; hits with a dose series show IC50 in µM; 340,000 compounds, 0.3% hits; in the data active means a potency from the dose series; inconclusive means inhibition above about 27% without an active follow-up result; further: strong numbers were not always called active
tuberculosis growth: growth inhibition of non-replicating M. tuberculosis (AID 488890); Mycobacterium tuberculosis non-replicating, growth inhibition; higher % means a stronger effect; inhibition, % at 25 µM; hits with a dose series show IC50 in µM; 320,000 compounds, 0.39% hits; in the data active means a potency from the dose series; inconclusive means inhibition mostly from about 82% at the one dose, without a potency; inactive means the rest, 99 in 100 with inhibition below about 76%;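 further: plate controls were DMSO cells for no effect and high antibiotic wells for full effect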
H37Rv inhibition: M. tuberculosis growth inhibition, HTS (AID 449762); 330,000 compounds, 0.59% hits; M. tuberculosis H37Rv growth inhibition, 7H9 media; higher % means a stronger effect; inhibition, % at 25 µM; hits with a dose series show IC50 in µM; in the data active means a potency from the dose series; inconclusive means inhibition above about 70% without an active follow-up result;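 further: bacterial growth assessed after seven days of incubation; strong numbers were not always called active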
An asterisk follows results filed as active; i = inactive; ? = inconclusive; . = not tested or not shown.

SMILES	PhoP GFP inhibition	VEEV TC-83 Vero	influenza NS1A	tuberculosis growth	H37Rv inhibition
CCNC(=O)c1ccccc1SCC(=O)Nc1ccc(F)cc1	2%	0.5%	-7%	-12%	-12%
O=C(c1[nH]ncc1[N+](=O)[O-])N1CCOCC1	-14%	0.2%	-1%	-3%	-8%
O=C(CN1CCN(Cc2ccccc2Cl)C1=O)NCc1cccnc1	2%	0.6%	-12%	-12%	3%
CCCNC(=O)c1nc(C)c(C)nc1C(=O)Nc1cccc(Cl)c1	-6%	0.6%	-1%	-4%	-7%
COc1nc(C)ccc1-c1noc(-c2ccccn2)n1	-3%	0.1%	3%	7%	-3%
CC(C)CC(O)C1CCN(C(=O)CCc2nnc(-c3ccc4c(c3)OCO4)o2)CC1 (configuration not stated)	-1%	2.4%	-4%	2%	0%
O=C(Nc1cccc(O)c1)c1ccc(Br)cc1	-6%	1.2%	8%	30%	-8%
Cc1ccc(NC(=O)CSc2nnc(N)s2)cc1S(=O)(=O)N1CCCCC1	5%	9.5%	-3%	13%	7%
COc1cc(OC)cc(-c2nnc(SCC(=O)N3CCCCC3)o2)c1	-3%	3.2%	3%	?	10%
CC(C(=O)OCC(=O)NC1CCCCC1)N1C(=O)c2ccccc2C1=O (configuration not stated)	.	1.3%	-8%	-10%	3%
COc1cccc(NC(=O)Cn2c(=O)n(CCC(=O)NC3CCN(Cc4ccccc4)CC3)c(=O)c3ccccc32)c1	21%	0.2%	13%	36%	0%
CC1CC(C)(C)NC(=S)N1CCCC(=O)Nc1ccccc1F (configuration not stated)	-4%	1.2%	-1%	-16%	-7%
C#Cc1ccc([C@@H]2C=C(C(=O)OCC=C)O[C@H](OCc3ccc(CO)cc3)C2)cc1	19%	1.0%	4%	25%	56%
COc1ccc2[nH]c(=O)c(COC(=O)c3cccs3)cc2c1	-12%	1.7%	-2%	1%	-1%
COC(=O)N(c1ccccc1)P(=O)(Oc1ccccc1)Oc1ccccc1	-6%	1.9%	-23%	-1%	4%

Some entries already given, reduced to VEEV TC-83 Vero, tuberculosis growth and influenza NS1A.
SMILES	VEEV TC-83 Vero	tuberculosis growth	influenza NS1A
O=C(CN1CCN(Cc2ccccc2Cl)C1=O)NCc1cccnc1	0.6%	-12%	-12%
CCCNC(=O)c1nc(C)c(C)nc1C(=O)Nc1cccc(Cl)c1	0.6%	-4%	-1%
COc1nc(C)ccc1-c1noc(-c2ccccn2)n1	0.1%	7%	3%

Later entries
SMILES	PhoP GFP inhibition	VEEV TC-83 Vero	influenza NS1A	tuberculosis growth	H37Rv inhibition
Cc1cc(=O)n2nc(N3CCC(C(=O)NCc4ccccc4Cl)CC3)sc2n1	-4%	0.6%	1%	16%	8%
CC(=O)N1c2ccc(S(=O)(=O)NCCC(=O)NC3CCCCCC3)cc2CC1C (configuration not stated)	-1%	i	4%	1%	1%
O=C(CN1CCN(Cc2ccccc2Cl)C1=O)NCC1CCCO1 (configuration not stated)	1%	0.9%	25%	.	-6%
Cc1c(CCC(=O)O)c(=O)oc2cc3occ(C(C)(C)C)c3cc12	14%	0.1%	12%	16%	-1%
Cc1cc(-c2ccc(S(=O)(=O)N(C)c3ccc(C)c(C)c3)s2)on1	-12%	2.2%	0%	-10%	-5%
COc1cccc(OCCCOc2ccc([N+](=O)[O-])cc2Cl)c1	-2%	3.8%	-4%	52%	3%
O=[N+]([O-])c1cccc(-c2nc3ccc([N+](=O)[O-])cc3[nH]2)c1	-13%	2.2%	-3%	52%	19%
CCOc1ccc(NC(=O)N(C2CCCCC2)C(C)c2cccnc2)cc1 (configuration not stated)	2%	0.8%	7%	48%	-10%
COCCNC(=O)CSc1ccc(-c2nc3ccccc3[nH]2)cn1	4%	0.2%	1%	-14%	3%
CCOc1cccc(-c2c(C(=O)N/N=C/c3ccc(C)s3)nnn2-c2nonc2N)c1	13%	2.2%	7%	12%	7%
Cc1cccc(C(=O)NCC(=O)OCC(=O)NC2CCCCC2)c1	.	1.0%	-24%	-4%	-1%
Cc1cc([N+](=O)[O-])nn1Cc1c(F)c(F)c(F)c(F)c1F	0%	i	5%	-5%	-6%
COc1ccc(NC(=O)CN(C)C(=O)C2CC(=O)N(CCc3ccc(OC)c(OC)c3)C2)cc1 (configuration not stated)	.	1.7%	-3%	.	.
COC(=O)C1=CN(Cc2ccc(OC)c(OC)c2)C=C(C(=O)OC)C1c1cccc(O)c1	6%	6.9%	-6%	31%	35%
CCCN1C(=O)CC(c2ccco2)Sc2ccccc21 (configuration not stated)	3%	1.4%	0%	6%	1%
O=C(Cn1nc2sc3ccccc3n2c(=O)c1=O)c1cccs1	7%	i	.	-16%	0%
O=C1NC(=O)/C(=C\c2ccc(Oc3cnccn3)cc2)S1	-5%	0.5%	-3%	71%	2%
COc1ccc(OC)c(NC(=O)CN2CCc3ccccc3C2)c1	4%	1.3%	-2%	13%	5%
Cc1cc(N2CCN(c3ccccc3)CC2)n2ncnc2n1	3%	0.8%	-3%	11%	-6%
CCOC(=O)C1=C(C)N(CCO)C(=O)NC1c1cccc(O)c1 (configuration not stated)	0%	i	0%	-11%	4%
COc1ccc(C(CNC(=O)c2cc(=O)[nH]c3ccccc23)N2CCCC2)cc1 (configuration not stated)	-3%	4.5%	5%	2%	0%
O=c1nc2n(c3cccc(Cl)c13)CCCCC2	0%	1.0%	2%	0%	2%
CCCCNC(=O)Cc1coc2ccc3ccccc3c12	10%	i	-8%	36%	-4%
CCn1c(NC(=O)/C=C/c2ccc(F)cc2)nc2ccccc21	3%	i	-2%	?	?
Cc1c(Cl)cnc(NC(=O)COC(=O)c2nn(C)c(=O)c3ccccc23)c1Cl	-5%	0.1%	-7%	-15%	-2%
CC(CCc1ccccc1)NC(=O)C(=O)c1c[nH]c2ccccc12 (configuration not stated)	-1%	1.2%	-2%	28%	14%
S=C1Nc2cc(Cl)ccc2Sc2ccccc21	-4%	0.4%	-6%	68%	4%
O=C(COC(=O)CNC(=O)c1ccc2c(c1)OCO2)Nc1ncc(Cl)cc1Cl	-1%	i	4%	4%	-8%
O=C(CSc1ccc(-c2ccccc2)nn1)N1CCOCC1	-1%	3.1%	-2%	1%	3%
CCn1c(SCC(=O)N2c3ccccc3Sc3ccccc32)nc2c1c(=O)n(C)c(=O)n2C	-9%	1.8%	3%	3%	-1%
COc1ccc(CNC(=S)Nc2cccc(Cl)c2)cc1	12%	i	.	?	6%
Cc1cccc(Nc2ncnc3nc[nH]c23)c1C	5%	0.9%	5%	.	2%
CCCN1C(=O)/C(=C/c2c(NCCCOCC)nc3c(C)cccn3c2=O)SC1=S	.	1.1%	4%	.	.
O=C(Cc1cccs1)Nc1cccc(-c2nc3cc4ccccc4cc3[nH]2)c1	-5%	1.5%	-6%	55%	?
O=C(NCCO)c1cccc(S(=O)(=O)N2CCCCC2)c1	-5%	i	-7%	-3%	-5%
CC(C)(C)c1nc2ccccc2c(=O)n1N1C(=O)c2ccccc2C1=O	5%	0.7%	-2%	2%	3%
Cc1c(Br)c([N+](=O)[O-])nn1CC(=O)NCc1cccnc1	-3%	0.7%	-3%	-3%	6%
CC1(C(=O)NC2CCCCC2)CCC(=O)N1Cc1cccs1 (configuration not stated)	2%	0.6%	1%	.	-10%
CC1(C)Oc2ccc(C(=O)N3CCOCC3)cc2N(CC(=O)N2CCOCC2)C1=O	-4%	0.6%	-3%	9%	1%
O=C(NCc1ccco1)c1ccc(S(=O)(=O)N2CCCCC2)cc1	-2%	2.1%	10%	11%	-9%
COC(=O)c1ccccc1OCCCOc1ccc(C=O)cc1OC	10%	4.1%	5%	28%	3%
O=C(c1ccc(-c2ccccc2)cc1)N1CCN(c2nc3ccccc3o2)CC1	.	0.1%	-14%	.	.
O=C(NCCc1cccs1)c1cccs1	1%	0.5%	-1%	12%	-5%
Clc1ccc2[nH]c3c(N4CCC5(CC4)OCCO5)ncnc3c2c1	8%	.	.	62%	?
COCc1ccc(CN2CCCC(CO)(Cc3ccccc3C)C2)o1 (configuration not stated)	2%	0.5%	3%	3%	-6%

Quoted from the listing:
Value for `O=C1NC(=O)/C(=C\c2ccc(Oc3cnccn3)cc2)S1` under influenza NS1A: -3%
Value for `O=C(CN1CCN(Cc2ccccc2Cl)C1=O)NCC1CCCO1` (configuration not stated) under VEEV TC-83 Vero: 0.9%

Next section.
SMILES	PhoP GFP inhibition	VEEV TC-83 Vero	influenza NS1A	tuberculosis growth	H37Rv inhibition
O=[N+]([O-])c1ccc(COc2cccc(CN3CCOCC3)c2)cc1	.	i	-15%	.	.
COc1ccccc1C1CCN(Cc2cccc([N+](=O)[O-])c2)CC1	-3%	i	8%	15%	4%
Cc1cccnc1N1C(=O)c2ccc(C(=O)O)cc2C1=O	-7%	i	-4%	-19%	4%
COCCn1c(SCC(=O)Nc2ccc(F)cc2)nc2c(oc3ccccc32)c1=O	-9%	0.1%	2%	41%	2%
COc1ccc2nc(SCC(=O)N3CC(=O)Nc4ccccc43)c(C#N)cc2c1	-7%	12%	13%	20%	0%
Cc1ccc(S(=O)(=O)CCC(=O)OCn2nnc3ccccc3c2=O)cc1	1%	0.5%	8%	71%	2%
O=S(=O)(Nc1ncccn1)c1ccc(Cl)cc1	-3%	0.5%	-12%	-3%	-4%
c1ccc(Cc2noc(CN3CCCC(CN4CCOCC4)C3)n2)cc1 (configuration not stated)	-6%	i	1%	6%	-2%
CCCC1=Nc2cc(C(=O)NCCN3CCOCC3)ccc2Sc2ccccc21	-18%	i	0%	4%	-2%
Cn1c(=O)oc2cc(S(=O)(=O)NCCC(=O)NCc3ccccc3Cl)ccc21	-2%	i	15%	-1%	-13%
COc1ccc2c(c1)CC/C(=C/c1ccccn1)C2=O	6%	4.9%	-6%	66%	4%
Cn1c(N)c(C(=O)COC(=O)[C@H](Cc2ccccc2)N2C(=O)c3ccccc3C2=O)c(=O)n(C)c1=O	-3%	3.2%	-2%	10%	-2%

5 entries out of the list, arranged by formula weight, highest first.
SMILES	PhoP GFP inhibition	VEEV TC-83 Vero	influenza NS1A	tuberculosis growth	H37Rv inhibition
CCOc1ccc(NC(=O)N(C2CCCCC2)C(C)c2cccnc2)cc1 (configuration not stated)	2%	0.8%	7%	48%	-10%
COC(=O)c1ccccc1OCCCOc1ccc(C=O)cc1OC	10%	4.1%	5%	28%	3%
COc1ccccc1C1CCN(Cc2cccc([N+](=O)[O-])c2)CC1	-3%	i	8%	15%	4%
CCCN1C(=O)CC(c2ccco2)Sc2ccccc21 (configuration not stated)	3%	1.4%	0%	6%	1%
O=C(NCCc1cccs1)c1cccs1	1%	0.5%	-1%	12%	-5%

Given as a markdown table: seven of the compounds above
| smiles | PhoP GFP inhibition | VEEV TC-83 Vero | influenza NS1A | tuberculosis growth | H37Rv inhibition |
| --- | --- | --- | --- | --- | --- |
| COc1ccccc1C1CCN(Cc2cccc([N+](=O)[O-])c2)CC1 | -3% | i | 8% | 15% | 4% |
| Cc1cccnc1N1C(=O)c2ccc(C(=O)O)cc2C1=O | -7% | i | -4% | -19% | 4% |
| COCCn1c(SCC(=O)Nc2ccc(F)cc2)nc2c(oc3ccccc32)c1=O | -9% | 0.1% | 2% | 41% | 2% |
| COc1ccc2nc(SCC(=O)N3CC(=O)Nc4ccccc43)c(C#N)cc2c1 | -7% | 12% | 13% | 20% | 0% |
| Cc1ccc(S(=O)(=O)CCC(=O)OCn2nnc3ccccc3c2=O)cc1 | 1% | 0.5% | 8% | 71% | 2% |
| O=S(=O)(Nc1ncccn1)c1ccc(Cl)cc1 | -3% | 0.5% | -12% | -3% | -4% |
| c1ccc(Cc2noc(CN3CCCC(CN4CCOCC4)C3)n2)cc1 (configuration not stated) | -6% | i | 1% | 6% | -2% |

Source: PubChem BioAssay (Southern Research Specialized Biocontainment Screening Center)
